# B2AR arrestin: agonists driving beta-arrestin recruitment to human beta2-adrenergic receptor. beta-arrestin recruitment to beta2AR, cell-based reporter. P07550. 330,000 compounds, 0.02% hits. Potency, µM (titrated, usually from 46.1 µM), without a hit: at the top dose activation, actives largely listed as activators;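 note: potency is the fitted concentration of half-maximal effect; 0% = DMSO controls and full agonism = EC100 isoproterenol or metaproterenol; nearly all actives have a fitted effect of over 65% in size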
# Target sequence (P07550 whole entry, looked up): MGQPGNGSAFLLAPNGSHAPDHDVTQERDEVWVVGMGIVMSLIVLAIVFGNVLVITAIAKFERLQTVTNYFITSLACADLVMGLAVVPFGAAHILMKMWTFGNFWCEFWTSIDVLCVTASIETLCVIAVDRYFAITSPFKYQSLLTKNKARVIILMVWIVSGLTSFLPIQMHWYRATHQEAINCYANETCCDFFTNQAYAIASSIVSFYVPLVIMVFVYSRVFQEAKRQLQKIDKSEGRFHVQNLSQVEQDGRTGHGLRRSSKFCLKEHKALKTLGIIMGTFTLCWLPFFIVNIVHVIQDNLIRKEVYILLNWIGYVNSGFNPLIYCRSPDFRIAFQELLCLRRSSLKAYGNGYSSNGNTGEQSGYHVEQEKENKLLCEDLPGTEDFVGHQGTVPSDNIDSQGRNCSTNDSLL
# Mito fusion act: blocks mitochondrial division or promotes mitochondrial fusion; AID 485298; 320,000 compounds, 0.23% hits; Potency, µM (titrated, usually from 46.1 µM), for the others: at the top dose growth rescue (activation), actives largely listed as activators; S. cerevisiae fusion-defective mutant growth rescue, CellTiterGlo 48 h;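 note: potency is the fitted concentration of half-maximal effect; % of control where 0% means no effect; nearly all actives have a fitted effect of over 45% in size; temperature-sensitive fusion mutants such as fzo1-1 at 37 °C on non-fermentable ethanol glycerol medium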
#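 Luminescent cell viability in 1536-well qHTS format served as the measure of rescued growth in ts fusion-mutant S. cerevisiae cultured on non-fermentable YPEG for 48 hours at 37C.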
# ELG1 repair inh: blocks ELG1-dependent DNA repair in HEK293T cells. Potency, µM (highest dose often 46.1 µM), without a hit: at the highest dose activity change, negative = inhibition, hits mostly inhibitors. 330,000 compounds, 2.3% hits. HEK293T ELG1-luciferase reporter, luminescence, 16 h; DNA damage induced by 5-fluorouridine. AID 504467; note: potency is the fitted concentration of half-maximal effect; % is set by controls: 0 for no effect and ±100 for the full control effect; nearly all actives have a fitted effect of over 55% in size
#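 5-Fluorouridine DNA damage + compound/DMSO, 2,000 cells/well, 16 h, 37 °C/5% CO2. ONE-Glo, 30 min RT, luminescence. Readout = decrease in reporter signal.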
# uPA surface inh: cell surface uPA generation inhibition. 330,000 compounds, 0.31% hits. cell surface uPA generation assay, qHTS. Potency, µM (top dose mostly 38.3 µM), for the others: at the highest dose activity change, negative = inhibition, usual class: inhibitors; active = well fitted inhibition curve with a large enough effect; inconclusive = small, poorly fitted or top-dose-only effect; inactive = no such curve, though single readings can be large or run the other way; tested in mouse RAW 264.7 cells; note: potency is the fitted concentration of half-maximal effect; % is set by controls: 0 for no effect and ±100 for the full control effect; nearly all actives have a fitted effect of over 55% in size
# Eya2 inh: inhibitors of human Eya2 phosphatase activity; O00167; recombinant Eya2, OMFP fluorescence dephosphorylation (OMFP is methylfluorescein phosphate); Potency, µM (titrated, usually from 76.9 µM), inactives show top-dose activity, negative = inhibition, usual class: inhibitors; 330,000 compounds, 0.006% hits; AID 488837; note: potency is the fitted concentration of half-maximal effect; % is set by controls: 0 for no effect and ±100 for the full control effect
#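 Eya2 (0.2 uM) preincubated 10 min at ambient with compound, then OMFP substrate added at 50 uM; 10 min reaction in 50 mM HEPES pH 7.5, 50 mM NaCl, 5 uM MgCl2, 0.05% BSA, 1 mM DTT. Fluorescence read at Ex 485/Em 525 nm.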
# TSHR antagonist: blocks TSH signaling through the human TSH receptor | TSHR-expressing cells, TSH-stimulated cAMP HTRF, 2 h; stronger effect = lower value | P16473 | activity change, negative = inhibition, % at 11.5 µM | 330,000 compounds, 0.2% hits;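 active = activity change below a set negative limit, meaning inhibition stronger than a set level, cut at about -70% in these data; inconclusive = activity change between two set negative limits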; note: % is set by controls: 0 for no effect and ±100 for the full control effect
#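 Freshly harvested TSHR cells receive pin-tooled compound, then EC80 TSH at 4nM final. After 2 hours at 37 deg C, antibody in lysis buffer and cAMP-d2 are added; 30 minutes at ambient temperature precede the HTRF read.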
# USP2a block: USP2a (human) protease inhibition; O75604; USP2 core, Ub-CHOP2 coupled fluorogenic reporter, 485/531; Potency, µM (doses to about 38.3 µM), for inactives: top-dose activity change, negative = inhibition, actives largely listed as inhibitors; 330,000 compounds, 0.01% hits;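 note: potency is the fitted concentration of half-maximal effect; plate controls were DMSO wells for no effect and full inhibition by NEM control for full effect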
# Target sequence (O75604 whole entry, looked up): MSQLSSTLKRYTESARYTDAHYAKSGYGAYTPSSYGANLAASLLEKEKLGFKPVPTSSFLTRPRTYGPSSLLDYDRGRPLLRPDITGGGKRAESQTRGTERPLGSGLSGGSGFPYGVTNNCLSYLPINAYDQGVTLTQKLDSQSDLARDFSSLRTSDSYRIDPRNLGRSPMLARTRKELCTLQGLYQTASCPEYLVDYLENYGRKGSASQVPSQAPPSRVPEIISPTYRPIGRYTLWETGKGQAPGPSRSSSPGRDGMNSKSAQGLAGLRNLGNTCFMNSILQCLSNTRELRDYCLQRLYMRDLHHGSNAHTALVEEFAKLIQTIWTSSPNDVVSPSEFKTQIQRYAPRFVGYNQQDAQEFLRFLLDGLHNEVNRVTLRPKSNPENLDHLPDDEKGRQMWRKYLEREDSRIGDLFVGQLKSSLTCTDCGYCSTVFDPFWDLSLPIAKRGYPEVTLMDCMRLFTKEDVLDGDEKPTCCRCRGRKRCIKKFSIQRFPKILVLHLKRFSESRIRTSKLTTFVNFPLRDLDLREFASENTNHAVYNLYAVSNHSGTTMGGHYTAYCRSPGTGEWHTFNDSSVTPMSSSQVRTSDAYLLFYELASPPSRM
#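 Cell-free coupled assay: 10nM USP2 core preincubated 30min RT with compound in Tris-HCl pH 8.0/CaCl2/CHAPS buffer, then 25nM Ub-CHOP2 and 25nM reporter substrate; fluorescence (Ex 485/Em 531) read after 60min RT, normalized to NEM inhibition, concentration-response curves fitted.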
# Tb PFK inh: T. brucei PFK enzyme inhibition; 330,000 compounds, 0.17% hits; T. brucei PFK, ADP-Glo luminescence; Potency, µM (highest dose often 57.5 µM), for inactives: at the top dose activity, negative = inhibition, actives largely listed as inhibitors;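 note: potency is the fitted concentration of half-maximal effect; 0% = uninhibited 1x PFK enzyme wells and -100% = no-enzyme wells; nearly all actives have a fitted effect of over 60% in size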
#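 PFK 1.25 nM, F6P 0.5 mM, ATP 0.1 mM, 0.1 M TEA pH 8.0, 5 mM MgCl2, 0.01% Tween20, 0.1% BSA; 45 min RT. ADP-Glo readout. qHTS titration up to 57 uM; curves fitted, compounds curve-classed.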
# TCR act: activates T cell receptor signaling | AID 504894 | primary human leukocytes, anti-CD3, IL-2 HTRF, 48 h | 330,000 tested, under 10 active | Potency, µM (series often up to 9.22 µM), without a hit: at the top dose activation of IL-2 secretion, usual class: activators; note: % of control where 0% means no effect
#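 Using a-CD3 beads without co-stimulation, primary human leukocytes were exposed to compounds for 48 hr. An HTRF IL-2 kit measured the cytokine, with europium-to-d2 energy transfer producing emission at 665nm upon 320nm excitation.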
# Chronic BCR inh: chronic active BCR signaling inhibition; Potency, µM (doses to about 46.1 µM), inactives show top-dose ratio change, negative = lower green/red ratio, actives largely listed as inhibitors; 340,000 compounds, 0.05% hits; ABC-DLBCL IkBa-CBG/CBR reporter, luminescence ratio, 4 h; active = well fitted inhibition curve with a large enough effect in the signal ratio, with a control signal flat, not every such curve was filed as active; inconclusive = small, poorly fitted or top-dose-only effect, or effect the other way, or a change in a side signal; the % refers to the signal ratio;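 note: potency is the fitted concentration of half-maximal effect; plate controls were basal doxycycline-induced cells for no effect and cells given 10 µM MG132 for full effect; MG132 reads +100%, hits lower the ratio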
#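 TMD8 ABC-DLBCL cells carrying doxycycline-inducible green luciferase fused to IkappaBalpha plus unfused red luciferase were exposed to compounds (up to 46 uM) for 4 hrs at 37C. Activity came from the overlap-corrected green/red luminescence ratio.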
# TSG101-PTAP inh: blocks PTAP/TSG101 interaction to inhibit HIV-1 budding; Q99816; Fluorescence polarization, FITC-PTAP peptide / Tsg101 binding; Potency, µM (titrated, usually from 115 µM), for inactives: at the highest dose activity change, negative = inhibition, hits mostly inhibitors; 340,000 tested, under 10 active; AID 493005; active = well fitted inhibition curve with a large enough effect in the main read-out, with a control signal flat, not every such curve was filed as active; inconclusive = small, poorly fitted or top-dose-only effect, or effect the other way, or a change in a side signal; inactive = no such curve, though single readings can be large or run the other way; note: potency is the fitted concentration of half-maximal effect; % of control where 0% means no effect
#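 Fluorescence polarization binding of Tsg101 binding domain (10 uM final) to FITC-labeled PTAP peptide (50 nM final) in HEPES pH 7.5 buffer with NaCl, Tween 20, EDTA, TCEP. Compounds added before peptide; binding 20 min at RT.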
# Numbers without * were called inactive; ? = inconclusive; . = no result given; [ ] = another dose, or the depositor's remark. Unless noted, calls come from the whole dose curve; as a rule, active = well fitted curve in the direction sought with a large enough effect; inconclusive = small, poorly fitted or top-dose-only effect, or another doubt; inactive = no such curve, though single readings can be large; an effect the other way counts as inactive or inconclusive.
SMILES,B2AR arrestin,Mito fusion act,ELG1 repair inh,uPA surface inh,Eya2 inh,TSHR antagonist,USP2a block,Tb PFK inh,TCR act,Chronic BCR inh,TSG101-PTAP inh
CSc1nc(-c2ccccc2)c2cc(Cl)ccc2n1,0.2%,0%,-9%,-11%,-4%,-12,2%,2%,0%[46.1 µM],-4%,-2%
CCOC(=O)CC(=O)Nc1ccc(C(=O)OCC)cc1,11%,-3%,20%,-4%,16%,-6,1%,-7%,-6%,?,-4%
CC(=O)Nc1nc2c(ncn2COCCOC(C)=O)c(=O)[nH]1,-0.8%,-2%,8%,.,7%,6,-2%,1%,.,13%,.
COc1ccc2nc(SC)c(C#N)cc2c1,-0.3%,5%,11%,1%,15%,-4,5%,0%,0%,?,-1%
COCCN1CCc2c(C)nc3c(-c4ccc(OC)c(OC)c4)cnn3c21,-1.9%,-6%,?,0%,4%,-15,-15%,-2%,3%,?,-6%
C/C(=N\NC(=O)CC#N)C1COc2ccccc2O1 (configuration not stated),-0.7%,-2%,-6%,3%,14%,-10,1%,-1%,1%,-3%,-4%
Cc1cccc(OCC(=O)N/N=C/c2ccccc2C(=O)O)c1,0.0%,3%,8%,-1%,0%,-5,1%,-1%,-1%,0%,-2%
Cc1sc(NC(=O)CCC(=O)O)c(C#N)c1C,0.3%,-1%,0%,4%,9%,6,0%,4%,3%,5%,-4%
Cc1cccc(NC(=S)NCc2ccc(F)cc2)c1C,0.5%,-4%,14%,2%,2%,0,-2%,-8%,.,7%,-1%
COc1cccc(CNC(=O)c2ccc(NS(=O)(=O)c3ccc4[nH]c(=O)[nH]c4c3)cc2)c1,-0.1%,1%,-21%,22%,-11%,24,2%,-4%,.,?,1%
Cc1noc(C)c1C(=O)Nc1nc2ccccc2s1,-0.4%,8%,?,-7%,14%,-6,1%,-3%,-9%,?,-4%
O=C(Cn1nc(Br)nc1Br)c1ccccc1,-0.7%,-10%,-12%,-9%,8%,-6,-1%,1%,5%,3%,2%
O=C(Cc1c(Cl)cccc1Cl)OCc1ccccn1,-0.1%,7%,?,-1%,-14%,-19,0%,19%,2%,?,-1%
O=C1OC(N2CCN(C(=O)c3ccco3)CC2)c2ccccc21 (configuration not stated),0.3%,-1%,7%,0%,10%,13,1%,15%,-2%,-5%,-7%
CCOc1ccc(-c2nn3c(-c4ccccc4)nnc3s2)cc1,0.0%,9%,?,0%,14%,2,1%,-3%,.,?,.
CC(C)(O)C#Cc1ccc(C(=O)NC(CCCNC(N)=O)C(=O)O)s1 (configuration not stated),0.1%,2%,22%,6%,-1%,4,1%,-1%,2%,7%,0%
COC1CCCCC1NS(=O)(=O)c1ccc(Cl)cc1 (configuration not stated),-0.1%,2%,-7%,4%,2%,-4,-2%,-2%,-2%,2%,-4%
CC1(C)CC(=O)C2=C(C1)Oc1ncn(CCCO)c(=N)c1C2c1ccccc1 (configuration not stated),-0.3%,0%,0%,-3%,1%,-8,?,-2%,-3%,0%,-4%
O=C(COC(=O)/C=C/c1ccc(OC(F)F)cc1)NC1CCCCCCC1,-0.3%,7%,?,16%,-12%,15,1%,5%,-2%,-1%,3%
CN1C(=O)C(=C2CCCCCC2)SC1=S,-1.2%,-2%,2%,7%,8%,-4,-5%,-4%,3%,-1%,3%
CSC1=N/C(=C\c2cccnc2)C(=O)N1c1ccccc1,-0.9%,6%,?,-1%,3%,-7,1%,-2%,1%[46.1 µM],?,-3%
c1coc(Cn2nnnc2CN2CCN(C3CCCCC3)CC2)c1,-0.2%,1%,5%,0%,1%,-1,-1%,-1%,-8%,-1%,-4%
CCOC(=O)N1C(=O)[C@@](CC)(c2ccccc2)N1C(=O)OCC,-1.1%,-1%,-9%,-19%,12%,17,3%,-1%,0%,-13%,-3%
CN(CC(=O)Nc1c(Cl)cccc1Cl)C(=O)C1CCN(C(=O)Nc2ccccc2)CC1,0.4%,-7%,1%,-2%,3%,-7,0%,0%,-7%,0%,0%
O=C(Nc1ccccc1Cl)C1CCN(Cc2cnn(-c3ccccc3)c2-n2cccc2)CC1,-0.2%,-2%,?,-3%,-2%,6,3%,6%,2%,?,-5%
Cn1nc(C(F)(F)F)cc1C(=O)NC1CCCCCC1,0.0%,5%,2%,.,-16%,1,0%,-1%,-2%,-13%,-8%
CC(C)Sc1ccc([N+](=O)[O-])cc1C(=O)Nc1ccncc1,0.0%,2%,-12%,-1%,-3%,6,-7%,0%,-1%,?,-1%
CCc1c(C#N)c(SCCC(=O)Nc2cccc(OC)c2)nc2c1C(=O)CC(C)(C)C2,-0.1%,12%,-15%,10%,0%,-15,-1%,-2%,-4%,?,-11%
O=[N+]([O-])c1cccc(P(=O)(O)c2cccc([N+](=O)[O-])c2)c1,-1.1%,-1%,8%,-2%,-24%,-4,4%,1%,0%,3%,-8%
CCOC(=O)c1cccc(NC(=O)CSc2nnc(-c3cccnc3)n2C)c1,0.2%,-3%,-2%,3%,8%,1,0%,-5%,-3%,2%,-5%
CSc1ncc(Cl)c(C(=O)Nc2nnc(SC/C=C/c3ccccc3)s2)n1,-0.8%,19%,-11%,.,9%,?,-7%,-13%,5%,23%,-4%
Cc1cccc(CSC2=NCCN2C(=O)c2ccc(S(=O)(=O)N(C)C)cc2)c1,0.2%,2%,?,0%,15%,-3,2%,3%,2%,8%,1%
CCN(CC)S(=O)(=O)c1ccc2[nH]c(=O)cc(C(=O)Nc3ccccc3N3CCCC3)c2c1,-0.4%,-1%,-13%,-2%,-1%,16,-1%,2%,.,3%,-4%
CC1CN(S(=O)(=O)c2ccc(C(=O)O)cc2)CC(C)O1 (configuration not stated),0.2%,2%,2%,-23%,-3%,1,-10%,2%,-5%,-8%,0%
CCOC(=O)CSc1nc2sc3c(c2c(=O)[nH]1)CCCC3,0.0%,-2%,0%,3%,16%,2,3%,1%,7%,-1%,1%
Cc1ccc(C(=O)c2c3ccc(C(F)(F)F)cc3[n+]([O-])n2CCCC(N)=O)cc1,-2.9%,-7%,3%,2%,26%,2,2%,-15%,1%,-1%,-8%
COc1ccccc1N1CCN(C2CC(=O)N(c3ccccc3)C2=O)CC1 (configuration not stated),-0.6%,-13%,3%,31%[activator],-21%,3,2%,3%,0%,-2%,-2%
O=C(OCc1c(Cl)cccc1Cl)c1ccccn1,0.1%,7%,11%,10%,11%,2,2%,0%,-2%,-1%,1%
O=C(Cc1ccccc1[N+](=O)[O-])Nc1ccccc1C(=O)N1CCOCC1,0.3%,7%,-2%,.,0%,2,-1%,-6%,-3%,0%,-1%
O=C(NCc1ccccc1)c1ccc(C2SCC(=O)N2Cc2ccccc2)cc1 (configuration not stated),0.0%,28%,16µM*,8%,-11%,-18,-4%,-10%,2%[46.1 µM],?,-4%
CCOc1ccc(-n2c(SCC(N)=O)nc3c(c2=O)SCC3)cc1,0.0%,2%,10%,-3%,3%,-3,0%,5%,0%,-4%,0%

# An excerpt from above in order of the Tb PFK inh value, rising:
SMILES,Tb PFK inh
CCc1c(C#N)c(SCCC(=O)Nc2cccc(OC)c2)nc2c1C(=O)CC(C)(C)C2,-2%
CN(CC(=O)Nc1c(Cl)cccc1Cl)C(=O)C1CCN(C(=O)Nc2ccccc2)CC1,0%
Cc1cccc(CSC2=NCCN2C(=O)c2ccc(S(=O)(=O)N(C)C)cc2)c1,3%

# Screening data from PubChem.
